Assay outcomes (PubChem)
Statin myotox sup – suppressors of simvastatin-induced myotoxicity in C2C12 myotubes; 330,000 compounds, 0.78% hits; rescue of ATP level, % at 7.49 µM; AID 602340; ATP luminescence, 48 h; scaled: DMSO 0, geranylgeraniol control 100;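 active = mean ATP rescue above about 67%, or every replicate alone reaching that limit, limit read from the data, passing the limit was not always enough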;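 also: myotubes were challenged with 10 µM simvastatin during compound exposure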
ERAP1 HTS inh – inhibitors of human ERAP1 aminopeptidase; inhibition, % at 10.7 µM; 340,000 compounds, 0.15% hits; Q9NZ08; recombinant ERAP1, Leu-AMC fluorescence, 60 min;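 active = mean replicate inhibition of at least 30%, or all replicates individually reaching that 30% level; inactive = mean below 30% and not every replicate reaching it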;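 also: 0% = neutral control wells and 100% = L-leucinethiol positive control wells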
XiGFP reactiv – reactivates the inactive X chromosome in mouse fibroblasts; XiGFP mouse fibroblasts, % GFP-positive cells imaging, 3 d; cells co-treated with 5-aza-dC sensitizer; scaled so ellipticine positive control = 100%; activation, % at 7.58 µM; 360,000 compounds, 0.055% hits; AID 743238;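 active = mean normalized replicate activation at least 10% and every replicate at or above 10%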;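 also: 0% = median of on-plate neutral control wells and 100% = ellipticine 6 µM median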
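Material: XiGFP fibroblasts, SV40-immortalized. Buffer or medium: DMEM plus 5-aza-dC sensitizer. Compound: single concentration per compound, delivered by pin transfer. Times: 3 days compound exposure. Controls: ellipticine 6 µM.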
SIRT5 inh – inhibitors of human sirtuin-5 desuccinylase. Q9NXA8. Purified SirT5, succinyl-peptide AMC, trypsin-coupled fluorescence. inhibition, % at 15 µM. 330,000 compounds, 1.1% hits; in the data active = inhibition above about 15%
Target sequence (Q9NXA8 whole entry, looked up): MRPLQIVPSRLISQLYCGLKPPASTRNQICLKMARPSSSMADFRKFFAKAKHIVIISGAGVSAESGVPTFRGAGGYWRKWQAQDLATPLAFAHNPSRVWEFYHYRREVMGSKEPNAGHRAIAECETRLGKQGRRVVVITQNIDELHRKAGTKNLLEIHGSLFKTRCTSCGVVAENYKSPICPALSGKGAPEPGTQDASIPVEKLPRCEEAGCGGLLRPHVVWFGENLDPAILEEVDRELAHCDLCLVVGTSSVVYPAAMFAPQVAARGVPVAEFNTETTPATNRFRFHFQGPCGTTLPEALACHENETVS
LGR2 antag – blocks bursicon-induced cAMP signaling via Drosophila LGR2; inhibition, % at 9.99 µM; 380,000 compounds, 0.35% hits; AID 720647; HEK293 LGR2, CRE-luciferase, bursicon-stimulated, 4 h;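 active = drop in luminescence signal, shown as inhibition above about 50% in the replicate tests, limit read from the data, passing the limit was not always enough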;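 also: agonist challenge used bursicon conditioned medium at about half maximal strength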
S100A4 MyoIIA – blocks human S100A4 binding to myosin IIA peptide. P26447. S100A4/TAMRA-MyoIIA peptide fluorescence polarization. inhibition, % at 10.7 µM. 360,000 compounds, 0.14% hits. AID 652163;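 active = mean inhibition of at least 70% across replicates, with every replicate also reaching that level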
Target sequence (P26447 whole entry, looked up): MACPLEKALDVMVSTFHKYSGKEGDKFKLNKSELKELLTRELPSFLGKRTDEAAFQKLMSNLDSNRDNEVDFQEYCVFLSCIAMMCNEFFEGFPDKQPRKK
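Assay system: human S100A4 monomer with TAMRA-labelled myosin IIA peptide / Buffer or medium: Calcium-containing HEPES buffer, pH 7.2 / Reagent: TAMRA-labelled myosin IIA heavy-chain peptide probe, 5 nM / Compound: one dose per compound / Timing: polarization read 5 min after assay mix addition, stable 5–60 min / Benchmarks: neutral control DMSO, positive control TFP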
PGC1a acetyl inh – modulators of PGC1a acetylation; U2OS PGC1a acetylation, AlphaScreen anti-acetyl-lysine; with virally co-expressed GCN5 acetyltransferase; inhibition, % at 15.6 µM; 350,000 compounds, 0.17% hits; AID 651687;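 active = every replicate shows inhibition of at least 40%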;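 also: 0% = neutral control wells and 100% = positive control wells; some results beyond the cut were filed as inactive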
Cneo AK release – causes C. neoformans cell lysis; lysis activity, % at 15 µM; 360,000 compounds, 0.2% hits; AID 651654; adenylate kinase release luminescence, 4 h; normalised: neutral wells 0, clomiphene wells 100;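 active = mean lysis activity across replicates of at least 80%, whatever share of replicates individually reach that level; inactive = mean lysis activity below 80%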
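Schedule: static 4 h at 37 °C with compound, 1 h detection; system: C. neoformans cells; benchmarks: Clomiphene as positive control; buffer or medium: fresh YPD medium; measure: luminescence rise reflecting yeast cell lysis; measured by: luminescent adenylate kinase detection reagent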
* marks the source's active call; other numbers are inactive results; . = not tested or not shown; & = joins results of further samples. A portion of the library; the hit share may differ from the screen's.

Values run as follows: Statin myotox sup	ERAP1 HTS inh	XiGFP reactiv	SIRT5 inh	LGR2 antag	S100A4 MyoIIA	PGC1a acetyl inh	Cneo AK release
> CN(C)c1ccc(Nc2c3c4c(cccc4n(C)c2=O)C(=O)c2ccccc2-3)cc1
  -63	.	0.3	.	-22	7	13	-1
> CCc1cnc(N2[C@H](CO)[C@H](c3ccc(C4=CCCCC4)cc3)[C@@H]2C#N)s1
  -48	2	0.0	2	11	7	-24	-3
> COc1ccc(C(=O)N2CCCC(c3nc(-c4cc(OC)c(OC)c(OC)c4)no3)C2)cc1 (centres undefined)
  3	-2	.	0	-10	-1	-9	-1
> CCCCN1C[C@H](Cc2ccccc2)[C@@H](CC(=O)Nc2ccccc2)C1=O
  3	-1	0.0	.	0	-4	-12	2
> CCCNC(=O)N1CC2(C1)[C@H](c1ccccc1)[C@@H](CO)N2Cc1ccccn1
  .	0	0.0	1	5	6	-6	.
> COC(=O)c1sc(-c2ccc(C(C)(C)C)cc2)cc1NC(=O)CSCC(=O)O
  .	.	0.0	5	.	-3	-14	.
> CN(CC(=O)Nc1ccc(F)cc1)CC(=O)NC1CCCCC1
  7	-3	0.1	0	-8	1	-4	-1
> Cc1ccc2sc(NC(=O)c3cccc(N4C(=O)CCC4=O)c3)nc2c1C
  0	1	-0.1	1	-42	-2	.	-1
> O=C(c1ccc(C(=O)N2CCCc3ccccc32)nc1)N1CCCc2ccccc21
  27	13	.	-1	1	-9	-3	2
> Clc1ccc(C(c2ccccc2)N2CCN(c3ccccn3)CC2)cc1 (centres undefined)
  0	-5	-0.2	-3	-3	-4	-14	.

Part of the list above, in CSV form.
molecule,Statin myotox sup,ERAP1 HTS inh,XiGFP reactiv,SIRT5 inh,LGR2 antag,S100A4 MyoIIA,PGC1a acetyl inh,Cneo AK release
CN(C)c1ccc(Nc2c3c4c(cccc4n(C)c2=O)C(=O)c2ccccc2-3)cc1,-63,.,0.3,.,-22,7,13,-1
CCc1cnc(N2[C@H](CO)[C@H](c3ccc(C4=CCCCC4)cc3)[C@@H]2C#N)s1,-48,2,0.0,2,11,7,-24,-3
COc1ccc(C(=O)N2CCCC(c3nc(-c4cc(OC)c(OC)c(OC)c4)no3)C2)cc1 (centres undefined),3,-2,.,0,-10,-1,-9,-1
CCCCN1C[C@H](Cc2ccccc2)[C@@H](CC(=O)Nc2ccccc2)C1=O,3,-1,0.0,.,0,-4,-12,2

(listing goes on)
Values run as follows: Statin myotox sup	ERAP1 HTS inh	XiGFP reactiv	SIRT5 inh	LGR2 antag	S100A4 MyoIIA	PGC1a acetyl inh	Cneo AK release
> O=C(Cc1ccc(NC(=O)C2CCCN(C(=O)CCc3ccccc3)C2)cc1)Nc1ccc(C(=O)N2CCOCC2)cc1 (centres undefined)
  -5	2	-0.2	-2	-3	-1	-6	-1
> C[C@H](CO)N1C[C@H](C)[C@H](CN(C)C(=O)C2CCC2)Oc2ncc(C3=CCCC3)cc2C1=O
  7	-2	-0.9	1	10	-1	-7	3
> CC1(C)C(=O)NCCN1C(=O)CC1C(=O)NCCN1Cc1cccc(C(F)(F)F)c1 (centres undefined)
  -12	10	0.4	2	26	2	3	-3
> CCn1c2ccccc2c2cc(NC(=O)c3coc(=O)c(Br)c3)ccc21
  .	0	0.2	-2	.	4	-11	-1
> Cc1ccc(-c2nn(-c3ccccc3)cc2/C=N/O)cc1
  1	-2	0.0	-7	-9	0	-21	3
> CC1(c2nnc(-c3cccc(Cl)c3)o2)CC(c2ccc(Br)cc2)=NO1 (centres undefined)
  4	.	0.0	.	-16	.	10	0
> COc1ccc(S(=O)(=O)Nc2ccc(-n3cccc3)cc2)cc1
  5	-1	-0.1	-2	-2	-1	-4	-7
> COc1ccc([C@H]2C[C@@H](n3cc(COC(=O)c4ccccc4)nn3)[C@H](O)CN2C(=O)c2cccs2)cc1
  6	1	-0.1	-1	-8	-1	-48	.
> Nn1c(SCC(=O)NC2CCCCC2)nnc1-c1ccco1
  -2	0	0.1	-2	-2	1	-13	6
> CN1CCN(C(=O)C[C@@H]2C=C[C@H](NC(=O)c3ccc4c(c3)OCO4)[C@H](CO)O2)CC1
  -7	1	-0.3	1	5	8	-3	1
> C[C@@H]1CN([C@H](C)CO)C(=O)c2cccc(NS(=O)(=O)c3cccs3)c2O[C@@H]1CN(C)C(=O)Nc1ccc(F)cc1
  49	-2	0.0	-4	-6	16	8	2
> Cc1nc(N)sc1N=Nc1ccccc1C(F)(F)F
  -13	-1	0.0	1	-101	2	.	-10
> CC(C)c1cn(CC[C@H]2CC[C@H](NC(=O)C3CCC3)[C@H](CO)O2)nn1
  -1	2	-0.5	-1	14	10	-5	-3
> CCOc1ccc(OCC)c(NC(=O)CSc2nc3c(c(=O)n(C)c(=O)n3C)n2C(C)C)c1
  -6	1	.	-2	13	-22	8	6
> COc1ccc(CCNC(=O)c2cc(C)oc2C)cc1OC
  23	3	-0.1	-3	-16	-3	.	2
> CN1CCN(c2nnc(-c3cccs3)c3ccccc23)CC1
  .	2	-0.1	0	0	2	6	.
> O=S(=O)(/N=C(/Nc1ccc(Cl)c(S(=O)(=O)Nc2ccccc2Cl)c1)c1ccc(F)cc1)c1ccccc1
  .	1&-2	0.0&0.2	-3&2	0&-1	-1&-5	-5	.
> O=C(COC(=O)/C=C/c1cccc(F)c1)NC(=O)NCc1ccccc1
  -5	-1	0.1	0	12	-1	-4	0
> CC(=O)C1=C(c2ccccc2)NC(=S)NC1c1ccc(O)c(O)c1 (centres undefined)
  .	1	0.0	-5	-7	1	.	.
> Cc1ccc(S(=O)(=O)N(C)C[C@@H]2Oc3c(NC(=O)Nc4c(C)noc4C)cccc3C(=O)N([C@@H](C)CO)C[C@@H]2C)cc1
  -10	-3	-0.1	0	-14	-4	-4	4
> CNc1cccc(-c2ccc(N3CCN(C)CC3)nc2)n1
  15	-2	0.0	.	-38	-2	4	0
> COc1cc2c(cc1OC)C(c1ccccc1)=NCC2
  .	0	0.0	0	-1	-10	.	-6
> CO[C@@H]1CN(C)C(=O)c2cc(NC(=O)NC(C)C)ccc2OC[C@H](C)N(Cc2ccc(-c3ccccn3)cc2)C[C@@H]1C
  23	-3	0.5	9	-7	-3	4	-5
> COc1ccccc1CC(=O)c1ccc(OCc2ccccc2)cc1
  -2	-1	0.0	.	-53	-2	-1	1
> COc1ccc(C(CC(=O)N2CCCC(C)C2)c2c(OC)cc(OC)c3c(-c4ccccc4)cc(=O)oc23)cc1 (centres undefined)
  -4	1	0.1	.	1	3	-5	-5
> Cc1ccc(C)c(C(=O)N2CCC(n3nccc3NC(=O)C3CC3)CC2)c1
  -4	1	0.0	-6	-14	-1	4	1
> COc1c(Cl)cc(Cl)cc1C(=O)Nc1ccc(C(=O)O)cc1
  2	.	0.4	.	18	.	4	2
> COCC(=O)N1CC(=O)N2[C@H](C1)[C@@H](c1ccc(-c3ccccc3C)cc1)[C@@H]2CO
  .	-1	0.3	-1	18	3	-2	.
> CSCC(=O)Nc1ccc(F)c(Cl)c1
  .	-4	0.0	-1	0	1	.	.
> Nc1[nH]c(C(=O)c2ccccc2)c(-c2ccc(Cl)c(Cl)c2)c1C(=O)NCCc1c[nH]c2ccccc12
  .	-1	-0.1	-1	13	-4	.	.
> CCC(C)(C)NC(=O)C1CCN(S(=O)(=O)c2cccs2)CC1
  .	4	0.2	.	20	-1	19	4
> CCO[C@H]1OC(C(=O)N2CCCCCCC2)=C[C@@H](C2CCCCC2)[C@@H]1CCCO
  -7	-2	0.0	.	7	8	-84	-2
> CCN(C[C@H]1N[C@@](C)(C(=O)OC)[C@H]2C(=O)N(Cc3ccccc3)C(=O)[C@@H]12)C(=O)NC(C)C
  8	-3	-0.2	-2	7	2	-2	0
> CC(C)C#Cc1cnc2c(c1)C(=O)N([C@@H](C)CO)C[C@@H](C)[C@H](CN(C)C(=O)c1ccccn1)O2
  -6	0	0.0	0	-17	6	-1	-1
> Cc1ccnc(NC(=O)c2ccc(S(=O)(=O)N3CCCC3)cc2)c1
  8	-1	-0.7	1	-16	-3	-9	0
> C=CCn1cc(C(=O)N2CCN(CC)CC2)c(=O)c2cc(S(=O)(=O)N(CC)CC)ccc21
  -9	5	0.0	-6	9	1	0	1
> O=C(Nc1ccc2c(c1)N(S(=O)(=O)c1cccs1)CCC2)c1c(F)cccc1F
  -8	-7	0.0	-1	-11	-1	.	0
> CNC(=O)C[C@H]1CC[C@H]2[C@@H](COc3ccc(NC(=O)NC4CCCC4)cc3C(=O)N2C)O1
  -2	-3	0.2	-3	-3	-3	1	-7
> O=C(CC1CCCC1)NCCS(=O)(=O)N1CCN(c2ccccc2)CC1
  2	1	0.0	.	-8	-3	-10	7
> CO[C@H]1CN(C)C(=O)c2cc(NC(C)=O)ccc2OC[C@@H](C)N(C(=O)c2ccc(F)cc2)C[C@@H]1C
  -9	.	0.1	1	14	-7	9	51
> Cc1cccc(C)c1NC(=O)NC1(C(=O)NCCN2CCOCC2)CCCCC1
  .	11	0.4	-5	38	0	1	.
> COc1cccc(N2CCN(C(=S)Nc3ccccc3OC)CC2)c1
  14	-2	0.0	-2	7	-6	10	5
> Cc1ccc(C)c(N(C(=O)c2nsc(Cl)c2Cl)C(C(=O)NC2CCCC2)c2ccc(O)cc2)c1 (centres undefined)
  5	.	.	.	41	.	-5	0
> O=S(=O)(c1ccc(OCC(O)CNCc2ccco2)c(Cl)c1)N1CCOCC1 (centres undefined)
  14	-3	.	-3	0	-3	43	1
> O=[N+]([O-])c1cc(C(F)(F)F)ccc1N1CCCC(O)C1 (centres undefined)
  .	-8	0.0	-2	-3	4	-3	.
> CCc1nc(SCC(=O)Nc2ccc(N(C)C)cc2)c2ccccc2n1
  5	0	0.0	0	-2	1	5	29
> CCCN1[C@H](C(=O)NCC2CC2)[C@@H](CO)[C@@H]2Cn3c(ccc(/C=C/c4ccccc4)c3=O)[C@@H]21
  41	-2	-0.1	-8	5	-12	-28	0
> Cc1ccc(SCC(=O)c2cc(C)c(O)c(C)c2)cc1
  8	0	0.3	-1	-62	3	-2	-4
> CC(C)OC(=O)/C(=C/c1ccco1)c1ccccc1
  .	4	0.0	-2	-9	-10	-3	-4
> CCOC(=O)C1=CC[C@@H](c2ccc(F)cc2)N(S(=O)(=O)c2ccc(C)cc2)[C@H]1c1ccccc1
  6	14	0.1	4	-9	-7	-90	1

More records.
Values run as follows: Statin myotox sup	ERAP1 HTS inh	XiGFP reactiv	SIRT5 inh	LGR2 antag	S100A4 MyoIIA	PGC1a acetyl inh	Cneo AK release
> COc1ccccc1CNS(=O)(=O)c1cc(-c2cc(C)no2)ccc1C(C)C
  3	-3	0.0	-3	-6	4	-5	3
> CCOC(=O)N1CCN(C(=O)C(NC(=O)c2ccc(C(C)(C)C)cc2)C(C)C)CC1 (centres undefined)
  3	-4	0.0	0	-2	-2	-6	-1
> Cn1c(-c2csc(-c3ccccc3)n2)n[nH]c1=S
  3	-1	0.0	0	-9	0	6	33
> CCOc1ccc(-c2cc(C(=O)N3CCN(c4ccccn4)CC3)c3ccccc3n2)cc1
  -68	0	.	-1	22	0	14	-16
> CN(C[C@@H]1N[C@H](CO)[C@@H]1c1ccc(C2=CCCC2)cc1)S(C)(=O)=O
  6	0	0.0	16*	-1	-1	2	43
> O=C1C2(CCCC13COC(c1ccc(O)cc1)OC3)COC(c1ccc(O)cc1)OC2 (centres undefined)
  .	2	-0.1	-1	2	1	.	.
> COc1ccc(CNC(=S)Nc2cccc(Cl)c2)cc1
  10	0	0.0	-2	.	3	8	6
